M4 PAM: human M4 muscarinic receptor positive allosteric modulators, primary screen, CHO-K1 cells, Fluo-8 calcium fluorescence; CHO-K1 hM4/Gqi5, ACh EC20; 0% = ACh EC20, 100% = maximal ACh; activation, % at 3 µM; hit rate 0.4% among 360,000; AID 624126, 2012;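 active = activation above its plate's cutoff, the mean activation of sample wells plus 3 SD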; also: some results filed as inactive read as strong as hits
PHOSPHO1 block: PubChem AID 1565; Phosphoethanolamine/phosphocholine phosphatase (Homo sapiens), Q8TCT1; recombinant PHOSPHO1, absorbance phosphatase assay; inhibition, % at 13.3 µM; hit rate 1.1% among 290,000; in the data active = inhibition above about 60%
IDE cell inh: human IDE inhibitors in live cells, primary screen, fluorescence polarization, HEK cells, FAbetaB substrate; FAbetaB cleavage; AID 434962, 2010; inhibition, % at 5.59 µM; hit rate 0.41% among 320,000;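 active = percent inhibition above the average of all tested compounds plus 3 SD, set per screening campaign, cut at about 16% in these data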;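 also: IDE supplied by intact live HEK cells; FP after avidin binding of uncleaved biotin substrate so inhibition keeps polarization high; 0% = DMSO wells and 100% = 60 µM reference IDE inhibitor Ii1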
Target sequence (P14735 whole entry, looked up): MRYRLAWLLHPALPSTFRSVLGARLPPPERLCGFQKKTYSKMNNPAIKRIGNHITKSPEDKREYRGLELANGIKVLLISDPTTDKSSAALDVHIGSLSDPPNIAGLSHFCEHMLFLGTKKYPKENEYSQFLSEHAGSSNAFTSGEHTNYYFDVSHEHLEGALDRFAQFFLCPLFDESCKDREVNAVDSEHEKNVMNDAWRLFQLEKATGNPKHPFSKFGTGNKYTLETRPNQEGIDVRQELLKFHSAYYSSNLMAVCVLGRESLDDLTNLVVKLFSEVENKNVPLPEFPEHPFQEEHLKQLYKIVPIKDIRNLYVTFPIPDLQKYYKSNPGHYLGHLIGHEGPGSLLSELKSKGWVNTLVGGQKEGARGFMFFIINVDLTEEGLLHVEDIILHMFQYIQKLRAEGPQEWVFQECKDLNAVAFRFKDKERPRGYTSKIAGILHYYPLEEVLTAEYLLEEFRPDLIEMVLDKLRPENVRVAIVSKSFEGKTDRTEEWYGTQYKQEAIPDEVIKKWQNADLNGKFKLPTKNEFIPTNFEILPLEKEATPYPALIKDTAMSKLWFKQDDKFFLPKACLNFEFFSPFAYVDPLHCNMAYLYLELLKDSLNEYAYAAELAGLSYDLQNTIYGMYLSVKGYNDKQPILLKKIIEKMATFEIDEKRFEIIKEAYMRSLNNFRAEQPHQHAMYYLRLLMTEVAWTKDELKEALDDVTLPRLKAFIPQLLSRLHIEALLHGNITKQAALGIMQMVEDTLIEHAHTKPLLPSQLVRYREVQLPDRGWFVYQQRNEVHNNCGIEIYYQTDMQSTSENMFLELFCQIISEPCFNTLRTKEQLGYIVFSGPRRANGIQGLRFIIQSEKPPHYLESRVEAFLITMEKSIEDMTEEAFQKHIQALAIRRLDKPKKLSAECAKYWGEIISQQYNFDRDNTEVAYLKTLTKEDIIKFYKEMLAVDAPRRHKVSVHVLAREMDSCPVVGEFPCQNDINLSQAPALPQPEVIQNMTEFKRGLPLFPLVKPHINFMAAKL
MEKK3 PB1 HTS: modulators of MEKK3-MEK5 PB1 binding, primary screen, biochemical, wildtype MEKK3, multiplex bead flow cytometry, Alexa488-MEK5 | bead-based flow cytometry, Alexa488-MEK5 binding to MEKK3; actives lie on both sides; 0 = blocked by unlabeled MEK5, 100 = vehicle | binding response (% of control), % at 10 µM | hit rate 1.4% among 290,000;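 active = binding response more than 3 SD above or below the average of its plate-row segment, actives on both sides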;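 also: Alexa488 bead fluorescence after subtracting the streptavidin-only scavenger bead signal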
CRFR2-BP ag: agonists of CRF-BP/CRF-R2 complex, primary screen, cell-based, HEK293, calcium dye fluorescence, uHTS | calcium dye fluorescence (FLIPR); percent of saturating CRF peptide response | hit rate 0.46% among 350,000 | AID 588473, 2011 | CRF-binding protein / CRF receptor 2 complex (human) | activation, % at 13.2 µM;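 active = activation of at least 50%, plus an integration ratio under a set limit after plate pattern correction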;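 also: plate controls were neutral control wells without compound for no effect and CRF at EC100 for full effect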
CRFR2-BP antag: antagonists of CRF-BP/CRF-R2 complex, primary screen, cell-based, HEK293, calcium dye fluorescence, uHTS | CRF-induced calcium fluorescence | AID 588475, 2011 | hit rate 0.59% among 350,000 | inhibition, % at 11.8 µM;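 active = inhibition of the ligand-induced calcium signal above about 50% at the single tested concentration, limit read from the data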
GalR3 antag: GalR3 antagonists in HEK293 cells, primary screen, cell-based, fluorescence readout; HEK293 GalR3-CNG cAMP membrane potential fluorescence; galR3 body fused to GalR1 C-terminus; inhibition, % at 3 µM; hit rate 0.44% among 360,000;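 active = inhibition above the screen-wide average plus 3 SD, cut at about 13% in these data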;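 also: forskolin and galanin both at EC90 stimulate the cells; cAMP rise reported by CNG channel membrane potential dye signal; 0% = forskolin plus galanin with DMSO and 100% = forskolin alone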
IDE act: human IDE activators in live cells, primary screen, fluorescence polarization, HEK cells, FAbeta-B substrate | Insulin-degrading enzyme (Homo sapiens), P14735 | FAbeta-B cleavage; 0% vehicle, 100% cell-free pure enzyme wells | activation, % at 5.96 µM | hit rate 0.073% among 340,000;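 active = activation above the mean of all tested compounds plus 3 SD, set per screening campaign, cut at about 17% in these data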
p-CIP stab down: p/CIP-EGFP fusion destabilizers, primary screen, fluorescence, F442A cells. Q05BA5. 16 h. decrease of EGFP signal, % at 10 µM. hit rate 0.01% among 290,000. AID 1984, 2009;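 active = EGFP signal decrease of at least 30% at 10 µM or well 3 SD below plate mean, unless failing retest; inactive = the rest, including hits failing retest or dose response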; also: some compounds called inactive have numbers as strong as hits; many of its hits are not listed in these tables
An asterisk follows results filed as active; . = no result given.

SMILES | M4 PAM | PHOSPHO1 block | IDE cell inh | MEKK3 PB1 HTS | CRFR2-BP ag | CRFR2-BP antag | GalR3 antag | IDE act | p-CIP stab down
O=C(c1ccc(F)cc1)N1CCC(C(=O)N2CCN(S(=O)(=O)c3cccc([N+](=O)[O-])c3)CC2)CC1 | -1.0 | . | -0.5 | . | 0.8 | -9.0 | -5.2 | 2.3 | .
Clc1ccc2nc(-c3ccccn3)c(Nc3ccc4c(c3)OCO4)n2c1 | -4.1 | -2.4 | -1.8 | 96.0 | 0.2 | 25.7 | 1.2 | 3.9 | -0.9
CCc1ccc(S(=O)(=O)Nc2ccncc2)cc1 | -4.4 | 25.3 | -8.5 | 102.0 | -0.5 | 28.8 | -1.3 | 3.3 | 2.9
O=[N+]([O-])c1cccc(S(=O)(=O)NCCc2ccccc2)c1 | 0.1 | 4.2 | 9.4 | 106.0 | 0.9 | 8.3 | -8.1 | 3.4 | 8.2
COCCNC(=O)CCn1nc(-c2ccc(C)cc2)c2ccccc2c1=O | 13.5 | 24.8 | 5.2 | 103.0 | -4.2 | -1.0 | -6.9 | 4.6 | -2.0
CCOC(=O)C1CCN(c2nc3cc(OC)ccc3cc2C#N)CC1 | -6.2 | 27.0 | 6.0 | 90.0 | -0.6 | 57.1* | -0.5 | 3.2 | -16.3
CCOC(=O)c1cc(OCC)c2c(ccc3cc(OC)ccc32)n1 | 4.0 | . | . | . | -5.5 | 4.4 | -5.6 | . | .
Cc1nnc(SCc2cccs2)[nH]c1=O | 0.7 | -4.7 | 3.0 | 77.0 | 2.3 | -5.8 | -1.8 | 0.4 | -6.3
CCc1nnc(SCC(=O)Nc2ccc(C(C)=O)cc2)nc1CC | 1.6 | 32.0 | 6.4 | 109.0 | -0.4 | 7.0 | -3.6 | 2.8 | -8.8
CSc1cc(-c2ccccc2)n(Cc2ccc(Cl)cc2Cl)c(=O)c1C#N | 1.6 | 10.8 | -6.3 | 103.0 | 2.5 | -8.8 | 2.5 | 0.3 | -11.1
CCOc1ccc(N2CC(C(=O)Nc3ccc(N4CCOCC4)cc3)CC2=O)cc1 (stereo unspecified) | 16.5 | -4.4 | 3.2 | 84.0 | 0.5 | -5.8 | 1.7 | -4.5 | -2.0
COc1cccc(NC(=O)Cn2c(CCC(=O)O)ccc2-c2ccc(Cl)cc2)c1 | -1.3 | 36.8 | 6.3 | 94.0 | -0.8 | 8.1 | -4.7 | 5.3 | -13.0
COc1cnc(-c2ccccn2)nc1Sc1cccc(Cl)c1 | 3.2 | 28.3 | 0.1 | 103.0 | -2.4 | -9.9 | -5.1 | 2.6 | -16.0
CCOC(=O)c1cc2c(=O)n3ccccc3nc2n(CCCOC)c1=NC(=O)c1ccncc1 | -7.5 | 37.0 | 2.0 | 93.0 | -2.2 | 6.5 | 7.8 | 3.0 | 3.9
CCOC(=O)c1c(-c2ccsc2)csc1N | 16.2 | 92.1* | 4.3 | 104.0 | -2.1 | 10.3 | -0.9 | 2.5 | -3.8
O=C(Cc1ccc(Cl)c(Cl)c1)NNC(=S)NCC1CCCO1 (stereo unspecified) | 0.3 | -63.8 | . | 100.0 | 0.6 | 2.8 | -0.8 | -3.4 | -5.3
Cc1c(NC(=O)COC(=O)c2ccc[nH]c2=O)c(=O)n(-c2ccccc2)n1C | 1.1 | 6.6 | 3.6 | 102.0 | -0.5 | 0.2 | -3.0 | 3.5 | -3.8
O=C(CN1CCc2ccccc2C1)Nc1ccccc1F | -2.2 | 23.9 | 5.3 | 103.0 | -2.0 | 5.0 | -11.3 | 2.2 | -15.9
O=C1C=C(NCCN2CCOCC2)CC(c2ccccc2)C1 (stereo unspecified) | 4.1 | 21.8 | 0.9 | 94.0 | 0.3 | 7.0 | 2.1 | -0.8 | -17.9
O=C(CN(C(=O)CCC(=O)Nc1nccs1)c1ccccc1F)NCc1ccc(F)cc1 | -3.7 | 40.9 | 1.7 | 109.0 | -0.1 | -30.1 | -6.8 | 1.9 | -5.9
CCn1c(COc2c(C)cccc2C)nnc1SCc1nc2ccccc2c(=O)[nH]1 | -1.8 | 29.2 | 8.5 | 105.0 | -5.2 | -77.7 | -3.9 | 0.0 | -2.7
CCNC(=S)N1CCN(c2ncccn2)CC1 | 6.0 | 21.1 | 3.3 | 111.0 | -0.1 | 7.1 | 1.3 | 2.5 | -2.4
Cc1cccc(N2CC(C(=O)Nc3ccc(S(=O)(=O)Nc4nccs4)cc3)CC2=O)c1C (stereo unspecified) | -1.7 | 17.4 | -0.7 | 100.0 | 0.7 | -10.9 | -6.2 | -1.8 | -6.4
Cc1ccc(/C=C2/SC(=O)NC2=S)o1 | -3.7 | 68.1* | . | 94.0 | 35.6 | 35.2 | . | 2.2 | 11.0
Cc1ccc(S(=O)(=O)N2CCOCC2)cc1NC(=O)COc1ccccc1Cc1ccccc1 | -7.8 | . | 5.2 | . | -0.1 | 5.8 | -7.9 | 4.1 | .
COc1cc2nc(CSc3nc(-c4ccc(F)cc4)cs3)[nH]c(=O)c2cc1OC | -11.0 | -32.0 | 3.3 | 102.0 | 1.2 | -17.8 | -2.5 | -0.9 | 2.6
O=C(NCCc1ccc2c(c1)OCCO2)c1ccccc1F | -3.7 | 2.6 | 11.6 | 99.0 | 1.6 | 5.2 | 2.7 | 4.0 | -7.0
Cc1cc(NCCCN2CCOCC2)n2nc(C)c(-c3ccccc3)c2n1 | -5.5 | -3.5 | 2.6 | 99.0 | -0.5 | -16.9 | -2.2 | -2.8 | -2.4
CC(=O)Nc1sc(N)nc1-c1ccccc1 | 8.7 | 80.3* | 5.6 | 104.0 | 0.5 | -6.9 | 5.2 | 6.7 | 1.2
CC(=O)N1c2ccc(S(=O)(=O)N3CCCCC3)cc2CC1C(=O)NCc1cccc(Cl)c1 (stereo unspecified) | -5.3 | -9.6 | -4.4 | 106.0 | 2.5 | -20.6 | -9.9 | 10.1 | -3.6
O=C(Nc1c2c(nn1-c1ccc([N+](=O)[O-])cc1)CS(=O)(=O)C2)C1CC1 | 2.7 | -40.7 | -9.8 | 101.0 | -0.3 | -1.7 | -8.6 | 2.1 | -1.7
Cc1oncc1-c1csc(-c2ccccc2)n1 | -0.5 | -111.2 | 0.1 | 99.0 | 2.1 | -0.7 | -5.3 | 0.1 | -4.9
CCOC(=O)CNC(=O)CSc1nc2cccnc2n1Cc1ccccc1 | -2.3 | 12.7 | 3.6 | 100.0 | -3.0 | -3.4 | -4.5 | -0.6 | -6.4
Clc1ccc(-c2csc(N/N=C\c3cccnc3)n2)cc1 | 2.9 | 3.1 | 3.0 | 100.0 | 4.1 | -56.9 | -3.8 | -12.8 | -1.2
O=C(NCc1ccccc1)c1sc(=S)n2c1[nH]c(=O)c1ccccc12 | -2.0 | -0.6 | 0.3 | 104.0 | 49.0 | 30.1 | -3.9 | 4.3 | -4.3
CCN(CC)S(=O)(=O)c1cccc(C(=O)NCc2ccccc2)c1 | -1.7 | 45.5 | -6.7 | 94.0 | -3.6 | 10.7 | 7.7 | 5.6 | -10.1
O=S(=O)(NCc1ccco1)c1ccc(Cl)nc1 | 18.6 | -15.4 | 1.4 | 105.0 | -0.1 | 4.6 | -9.2 | 4.8 | -16.2
Cc1cc(C)nc(N2CCC(C(=O)Nc3ccc(Oc4ccccc4)cc3)CC2)n1 | 6.4 | -2.2 | 0.4 | 95.0 | -0.2 | 11.0 | -3.4 | 4.3 | -4.0
CC(=O)c1ccc(N2CCN(C(=O)CCc3ccccc3)CC2)cc1 | 4.0 | 25.3 | 0.9 | 107.0 | -1.1 | 35.2 | -11.2 | 1.7 | -7.0
CCOc1cccc(CN2CCC(n3nccc3NC(=O)C3CC3)CC2)c1O | 9.8 | 51.4 | -1.1 | 103.0 | -1.9 | 10.3 | -2.2 | -0.2 | -15.9
Cc1cccc(NC2=NC(=S)N(c3cccc(C(=O)O)c3)C23CCCCC3)c1 | 16.6 | -32.1 | -3.1 | 102.0 | -1.4 | 12.3 | -0.7 | 3.2 | 5.3
C[C@@H]1C[C@H](Nc2ccccc2)c2ccccc2N1C(=O)c1cccnc1 | 9.3 | -10.2 | 1.3 | 97.0 | -2.4 | -17.7 | -0.1 | 5.0 | -17.1
CC(=O)Nc1ccc(OCC(O)Cn2c(C)nc3ccccc32)cc1 (stereo unspecified) | 0.1 | -7.4 | 0.0 | 101.0 | 0.6 | -7.8 | -5.2 | 1.9 | -2.3
O=S(=O)(c1ccc(NC(=S)N/N=C/c2ccc(Oc3ccccc3)cc2)cc1)N1CCOCC1 | -0.1 | -8.8 | -13.2 | 99.0 | -0.1 | -1.3 | -1.6 | -2.2 | 0.4
COc1ccc(-n2c(SCC(=O)NCc3cccs3)nc3[nH]ncc3c2=O)cc1 | 7.2 | -11.2 | 3.5 | 97.0 | -0.4 | 0.0 | -4.7 | 1.4 | 1.3
O=C(Nn1cnnc1)c1cc([N+](=O)[O-])cc([N+](=O)[O-])c1 | 8.4 | -2.4 | 0.3 | 98.0 | -2.4 | 7.1 | -9.4 | 3.0 | 7.6
O=C(COC(=O)CCC(=O)c1ccc(F)cc1)NCCc1ccccc1 | -0.6 | . | 0.1 | . | 0.4 | 0.1 | -3.8 | 3.9 | .
COc1ccccc1-c1nc2n(n1)C(c1cccs1)C(C(=O)Nc1cccnc1)=C(C)N2 (stereo unspecified) | 3.5 | -20.5 | -3.6 | 102.0 | 2.1 | -17.0 | -3.2 | 4.9 | 6.8
C=CC[C@@H]1Cc2c(Br)ccc(Br)c2[C@@H](CC=C)N1 | -0.3 | -17.0 | -0.5 | 100.0 | 1.2 | -73.4 | -2.2 | 2.8 | -6.8
COc1ccc2cc(C(=O)C3CCCN(C(=O)CSc4nnc(C)o4)C3)ccc2c1 (stereo unspecified) | -10.9 | 10.9 | 3.7 | 105.0 | -0.5 | -4.5 | -6.8 | -2.6 | 2.8

Profiles from above. Values in the order: M4 PAM, PHOSPHO1 block, IDE cell inh, MEKK3 PB1 HTS, CRFR2-BP ag, CRFR2-BP antag, GalR3 antag, IDE act, p-CIP stab down
Entry for CC(=O)Nc1ccc(OCC(O)Cn2c(C)nc3ccccc32)cc1 (stereo unspecified) = 0.1, -7.4, 0.0, 101.0, 0.6, -7.8, -5.2, 1.9, -2.3
Entry for O=S(=O)(c1ccc(NC(=S)N/N=C/c2ccc(Oc3ccccc3)cc2)cc1)N1CCOCC1 = -0.1, -8.8, -13.2, 99.0, -0.1, -1.3, -1.6, -2.2, 0.4
Entry for O=C(COC(=O)CCC(=O)c1ccc(F)cc1)NCCc1ccccc1 = -0.6, ., 0.1, ., 0.4, 0.1, -3.8, 3.9, .

Going on with the list.
SMILES | M4 PAM | PHOSPHO1 block | IDE cell inh | MEKK3 PB1 HTS | CRFR2-BP ag | CRFR2-BP antag | GalR3 antag | IDE act | p-CIP stab down
CCc1cccc(OCC(=O)Nc2ccc(C)c(S(=O)(=O)N3CCCCCC3)c2)c1 | -6.0 | . | -2.1 | . | 9.2 | 2.7 | 87.4* | 3.5 | .
CCC(C)c1ccc(S(=O)(=O)N2CCN(C(=O)CN3C(=O)NC(C)(C4CC4)C3=O)CC2)cc1 (stereo unspecified) | -0.5 | . | . | . | -1.2 | 1.2 | -5.1 | . | .
CC(C)c1ccc(NC(=O)Cn2ncc3ccccc32)cc1 | -3.6 | 39.4 | . | 83.0 | -4.4 | -10.4 | -10.0 | 3.6 | -4.2
CCN(Cc1cnn(C)c1)C(=O)c1cc(COc2ccc3c(c2)CCCC3)on1 | -8.5 | 30.1 | -2.4 | 104.0 | -1.1 | 5.7 | -2.7 | 3.7 | -3.0
